Source: PubChem BioAssay
MrgX1 antag: human MrgX1 receptor antagonism, primary screen; Q96LB2; MRGX1-HEK293 calcium flux, Fluo-4, BAM8-22 antagonism; hits give low values; B-score at 10 µM; 310,000 tested, 1.3% active; AID 588676;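 active means calcium-response B-score plate-corrected more than 3 library SD below zero, starting fluorescence within 5 deviations, no agonist response on first addition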;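 further: peak minus trough fluorescence over baseline after final BAM8-22 challenge near maximal dose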
Target sequence (Q96LB2 whole entry, looked up): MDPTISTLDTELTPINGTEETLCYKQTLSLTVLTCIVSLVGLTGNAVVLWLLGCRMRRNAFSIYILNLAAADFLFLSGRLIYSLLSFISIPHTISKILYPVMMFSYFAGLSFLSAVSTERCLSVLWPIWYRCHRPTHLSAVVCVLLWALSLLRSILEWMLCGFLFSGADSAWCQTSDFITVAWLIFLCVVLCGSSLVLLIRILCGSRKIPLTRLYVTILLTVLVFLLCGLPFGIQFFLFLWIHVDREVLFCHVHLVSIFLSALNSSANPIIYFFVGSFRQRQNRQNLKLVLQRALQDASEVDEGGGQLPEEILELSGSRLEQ
TMEM16A act: activates or potentiates the mouse TMEM16A chloride channel. B-score at 10 µM. HEK293 TMEM16A/YFP-H148Q/I152L, iodide quench fluorescence; hits give low values. Q8BHY3. 340,000 tested, 0.3% active;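 active means fluorescence-ratio B-score plate-corrected deviation score at least 3 library SD below zero, with starting fluorescence score within 5 deviations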;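 further: channel opened by trigger with iodide after compound preincubation; score built on the fluorescence ratio of max minus min over baseline; more negative score means more quench and so TMEM16A activation or potentiation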
TRPC4 potent: TRPC4 (mouse) allosteric potentiation | Q9QUQ5 | B-score at 10 µM | AID 2227 | HEK293 TRPC4beta/mu-opioid, DAMGO EC20, Fluo-4 Ca2+ flux; hits give high values | 310,000 tested, 0.42% active;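 active means B-score of calcium response area above 5 SD of library B-scores, with initial fluorescence ratio within 5 SD of library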;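 further: B-score of integrated fluorescence ratio over time as area under calcium response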
TRPC4 act: opens the mouse TRPC4 cation channel; Q9QUQ5; HEK293 TRPC4beta/mu-opioid, Fluo4 calcium fluorescence; hits give high values; B-score at 10 µM; 310,000 tested, 0.49% active;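 active means B-score above 5 SD of library B-scores, and initial fluorescence ratio not above library mean plus 5 SD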;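 further: positive B-score marks a calcium rise read as TRPC4 activation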
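Assay system: HEK293 stable line with TRPC4beta plus mu-opioid receptor. Times: dye 45 min RT, read 110 s. Measured by: kinetic Fluo4 calcium fluorescence. Measure: B score of integrated ratio. Controls: assay buffer as low control, maximal DAMGO as high control.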
TRPC4 block: inhibitors of mouse TRPC4 channel | Q9QUQ5 | HEK293 TRPC4beta/mu-opioid, DAMGO-evoked Fluo4 calcium flux; hits give low values | B-score at 10 µM | 300,000 tested, 0.39% active | AID 2247;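 active means B-score over 3 SD under the library average, no early fluorescence shift, positive overall ratio signal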
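Signal: kinetic Fluo4 fluorescence imaging of calcium influx. Material: stable TRPC4beta/mu-opioid receptor HEK293 cells. Probe or stimulus: DAMGO in two steps, submaximal then maximal.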
MrgX1 allo act: allosterically activates human MrgX1 receptor signaling; MrgX1-HEK293, Fluo-4 calcium flux, FDSS; hits give high values; B-score at 10 µM; 310,000 tested, 0.63% active;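 active means plate-corrected calcium response at least 3 library SD above typical, normal starting fluorescence, not activating the receptor alone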;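 further: compound read alongside a low EC10 to EC30 dose of BAM8-22 agonist; peak minus trough fluorescence over baseline measured at the second addition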
RGS4 block: inhibitors of human RGS4. P49798. HEK293 M3R/RGS4 inducible, Fluo-4 calcium flux; hits give high values; triggered by carbachol at its EC20. B-score at 10 µM. 310,000 tested, 0.45% active. AID 463165;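 active means B-score, a plate-corrected calcium signal, over three deviations above library mean, with baseline fluorescence within five deviations of library mean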;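 further: RGS4 expression induced by doxycycline in cells with stable M3 receptor; B-score is computed from the integrated fluorescence ratio over baseline after carbachol; higher B-score means a larger calcium signal and so more RGS4 inhibition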
Target sequence (P49798 whole entry, looked up): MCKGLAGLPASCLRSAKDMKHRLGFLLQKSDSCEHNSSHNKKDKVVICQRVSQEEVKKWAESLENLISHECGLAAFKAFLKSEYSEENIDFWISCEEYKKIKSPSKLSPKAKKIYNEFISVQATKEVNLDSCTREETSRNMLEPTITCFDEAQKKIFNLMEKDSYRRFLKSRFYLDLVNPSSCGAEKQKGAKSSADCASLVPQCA
TRPC6 inhibitor: mouse TRPC6 channel inhibition. Q61143. HEK293-TRPC6, membrane potential dye, ACh-evoked depolarization; hits give low values. B-score at 10 µM. 310,000 tested, 1.1% active. AID 2553;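 active means B-score under library mean minus 3 SD, initial fluorescence not abnormally high, positive integrated signal ratio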;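 further: B-score derived from integrated fluorescence ratio over the kinetic read; more negative B-score means stronger inhibition of depolarization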
ANO1 block: mouse TMEM16A channel inhibition, primary screen; HEK293 TMEM16A/YFP iodide influx fluorescence, ionomycin; normalized B-score (activity score, 25-100; higher = stronger inhibition) at 10 µM; 310,000 tested, 1.2% active; AID 588511; Q8BHY3;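 active means ratio plate-corrected score three or more library SD toward inhibition, starting fluorescence score within five deviations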;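 further: score derived from kinetic fluorescence span divided by baseline fluorescence per well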
MrgX1 ag: activates human MrgX1 receptor signaling; B-score at 10 µM; AID 588627; 310,000 tested, 0.44% active; Q96LB2; MrgX1-HEK293 cells, Fluo-4 calcium fluorescence, agonist mode; hits give high values;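 active means calcium response B-score plate-corrected fluorescence ratio at least 3 library SD, with starting fluorescence B-score inside 5 SD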
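Test system: Stable human MrgX1 HEK293 cell line | Schedule: Overnight plating before 1 h dye loading | Read-out basis: Baseline-normalised fluorescence change ratio, B-scored | Detection: Kinetic calcium dye fluorescence, Fluo-4 NW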
TRPC6 activator: mouse TRPC6 channel activation; Q61143; B-score at 10 µM; HEK293-TRPC6 membrane potential dye fluorescence; hits give high values; 310,000 tested, 0.13% active;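 active means B-score of the integrated fluorescence ratio above library mean plus 3 SD, and starting fluorescence ratio within library mean plus 5 SD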;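 further: higher score means more depolarization so channel activation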
* = called active by the depositor; i = inactive; x = not tested or not shown. Not a hit list; 5.8% or so of the library scored in one or more.

SMILES | MrgX1 antag | TMEM16A act | TRPC4 potent | TRPC4 act | TRPC4 block | MrgX1 allo act | RGS4 block | TRPC6 inhibitor | ANO1 block | MrgX1 ag | TRPC6 activator
N#Cc1ccc(C(=O)N2CCN(S(=O)(=O)c3ccc(Br)s3)CC2)cc1 | i | i | i | i | i | i | i | i | i | i | i
COc1ccc(C(CC(=O)O)NC(=O)COc2ccc(C)cc2)cc1OC (configuration not stated) | i | i | i | i | i | i | i | i | i | i | i
COc1ccc2[nH]c(C(=O)NCc3ccc4c(c3)OCO4)cc2c1 | i | i | i | i | i | i | i | i | i | i | i
NC(=O)C1Cc2ccccc2CN1S(=O)(=O)c1ccc(Cl)s1 (configuration not stated) | i | i | i | i | i | i | i | i | i | i | i
CCOC(=O)C1(CCCc2ccccc2)CCN(C(=O)CCn2cnnn2)CC1 | i | i | i | i | i | i | i | i | i | i | i
COc1ccc(Cn2ccnc2SCC(=O)Nc2cccc(NC(C)=O)c2)cc1 | i | i | i | i | i | i | i | i | i | i | i
CCOc1ccc2oc(C(=O)NNC(=O)c3ccccc3O)c(C)c2c1 | i | i | i | i | i | i | i | i | i | i | i
COc1ccc(NC(=O)CSc2nc(N)c3cc4c(nc3n2)CCCC4)cc1 | i | i | i | i | i | i | i | i | i | i | i
CC(=O)Nc1ccc(S(=O)(=O)N(Cc2ccco2)CC2CCCO2)cc1 (configuration not stated) | i | i | i | i | i | i | i | i | i | i | i
O=S(=O)(c1ccccc1)N1CCC(Oc2ccc(-n3cnnn3)cc2)CC1 | i | i | i | i | i | i | i | i | i | i | i
COC(=O)c1cn(NC(=O)Cc2ccccc2Br)c(=O)c2ccccc12 | i | i | i | i | i | i | i | i | i | i | i
CC(C(=O)Nc1cc([N+](=O)[O-])ccc1Cl)N1CCN(c2ccccc2)CC1 (configuration not stated) | i | i | i | i | i | i | i | i | i | i | i
COc1ccc(C2C=C(c3ccc(Br)cc3)Nc3nc(NS(C)(=O)=O)nn32)cc1 (configuration not stated) | i | x | i | i | i | i | i | i | i | i | i
CC1CCCCN1S(=O)(=O)c1ccc(-n2cnnn2)cc1 (configuration not stated) | i | i | i | i | i | i | i | i | i | i | i
CC(C)(C)C(=O)O/N=C1\CCS(=O)(=O)c2sccc21 | i | i | i | i | i | i | i | i | i | i | i
N#Cc1ccc(CO/N=C/c2ccccc2)cc1 | i | i | i | i | i | i | i | i | i | i | i
Cc1occc1C(=O)NNC(=O)Nc1ccc(Cl)c(Cl)c1 | i | i | i | i | i | i | i | i | i | i | i
Cc1ccc(S(=O)(=O)N/N=C/c2cccc(OC3CSC3)c2)cc1 | i | i | i | i | i | i | i | i | i | i | i
N=C1SC(CC(=O)Nc2ccc([N+](=O)[O-])cc2)C(=O)N1c1ccccc1 (configuration not stated) | i | i | i | i | i | i | i | i | i | i | i
COc1cccc(C2C3=C(N=c4s/c(=C\c5ccccc5O)c(=O)n42)c2ccccc2CC3)c1OC (configuration not stated) | i | x | i | i | i | i | i | i | i | i | i
Cc1cc2ccccc2c(=O)n1CC(=O)NCC(=O)N(C)C1CCCCC1 | i | i | i | i | i | i | i | i | i | i | i
Cc1oc(-c2ccccc2)nc1C(=O)N1CCN(c2ccc(F)cc2)CC1 | i | i | i | i | i | i | i | i | i | i | i
O=C(CSc1nnc(-c2ccco2)o1)NCC(=O)c1ccccc1 | i | i | i | i | i | i | i | i | i | i | i
COC(=O)c1nc(NC(=O)c2ccc(F)cc2)n[nH]1 | x | i | i | i | i | x | i | i | x | x | i
CCCCn1nnnc1SCC(=O)Nc1ccc(C)cc1 | i | i | i | i | i | i | i | i | i | i | i
O=C(N/N=C/c1cccnc1)C1CCCN(S(=O)(=O)c2ccccc2)C1 (configuration not stated) | i | i | i | i | i | i | i | i | i | i | i
COc1cccc(/C=N/N2CCN(c3ccncc3S(=O)(=O)N3CCCCC3)CC2)c1 | i | i | i | i | i | i | i | i | i | i | i
Cc1ccc(N2C(=O)CC(NCC3CCCO3)C2=O)cc1 (configuration not stated) | i | i | i | i | i | i | i | i | i | i | i
COc1ccccc1C(=O)NCC(=O)Nc1cccnc1 | i | i | i | i | i | i | i | i | i | i | i
Cc1sc2nc(CN(C(=O)NC3CCCCC3)C3CCCCC3)[nH]c(=O)c2c1C | i | i | i | i | i | i | i | i | i | i | i
CN1CCN(C(c2ccccn2)c2cc(Cl)c3cccnc3c2O)CC1 (configuration not stated) | i | i | i | i | i | i | i | i | i | i | i
CCOC(=O)c1cc(-c2ccc(N3CCOCC3)cc2)nn1-c1ccccc1C(=O)O | i | i | i | i | i | i | i | i | i | i | i
Cc1ccc(C(=O)N2CCN(c3nc4ccccc4n3C)CC2)cc1 | i | i | i | i | i | i | i | i | i | i | i
COc1ccc(S(=O)(=O)N2CCCCCC2)cc1C(=O)Nc1ccccn1 | i | i | i | i | i | i | i | i | i | i | i
c1ccc(C(NCCNC(c2ccccc2)c2ccccc2)c2ccccc2)cc1 | i | i | i | i | i | i | i | i | i | i | i
O=C(Cn1cc(C(F)(F)F)cc(Cl)c1=O)NCc1ccc(Cl)cc1Cl | i | i | i | i | i | i | i | i | i | i | i
Cc1ccc(C(=O)C(NC(=O)c2ccco2)N2CCOCC2)cc1 (configuration not stated) | i | i | i | i | i | i | i | i | i | i | i
O=C(NCCNC(=O)c1ccccc1[N+](=O)[O-])c1ccccc1[N+](=O)[O-] | i | i | i | i | i | i | i | i | i | i | i
O=C(c1ccc2ncsc2c1)N1CCCC(C(F)(F)F)C1 (configuration not stated) | i | i | i | i | i | i | i | i | i | i | i
O=C(Nc1cccc(-c2cccc(Cl)c2)c1)C1CCN(Cc2ccon2)CC1 | i | i | i | i | i | i | i | i | i | i | i
COc1cc(/C=C2/SC(=S)N(C)C2=O)ccc1OC(=O)c1ccco1 | -5* | i | i | i | i | i | i | i | i | i | i
Cc1ccc(N(CC(=O)NCc2cccs2)S(=O)(=O)c2cccs2)cc1 | i | i | i | i | i | i | i | i | i | i | i
COC(=O)c1ccc(NC(=O)CCc2nnc3ccc(NCc4ccco4)nn23)cc1 | i | i | i | i | i | i | i | i | i | i | i
CN1CCC(NC(=O)Nc2ccc(Br)cc2)CC1 | i | i | i | i | i | i | i | i | i | i | i
NS(=O)(=O)c1ccc(CCNC(=O)CN2CCC(Cc3ccccc3)CC2)cc1 | i | i | i | i | i | i | i | i | i | i | i
O=C(COC(=O)c1ccccc1C(=O)c1ccc(Cl)cc1)NCCc1ccccc1 | i | i | 14* | i | i | i | i | i | i | i | i
CCN(Cc1ccncc1)C(=O)c1ccccc1NS(=O)(=O)c1ccc(Br)cc1 | i | i | i | i | i | i | i | i | i | i | i
CC(=O)C[C@H]1c2cc(C(F)(F)F)ccc2S(=O)(=O)N1C1CCCC1 | i | i | i | i | i | i | i | i | i | i | i
CCn1c(NCc2cc(OC)c(OC)c(OC)c2)nc2ccccc21 | i | i | i | i | i | i | i | i | i | i | i
O=c1[nH]c(C2CCN(S(=O)(=O)Cc3ccccc3)CC2)nc2c1nnn2Cc1ccccc1Cl | i | i | i | i | i | i | i | i | i | i | i

(continued)
SMILES | MrgX1 antag | TMEM16A act | TRPC4 potent | TRPC4 act | TRPC4 block | MrgX1 allo act | RGS4 block | TRPC6 inhibitor | ANO1 block | MrgX1 ag | TRPC6 activator
C=CCn1c(=N)n(CC(O)COc2ccccc2OC)c2ccccc21 (configuration not stated) | i | i | i | i | i | i | i | i | i | i | i
O=C(COC(=O)c1cc2ccccc2oc1=O)Nc1cccc(Br)c1 | i | i | i | i | i | i | i | i | i | i | i
Cc1ccc(OCc2cc(C(=O)N3CCc4sccc4C3)no2)cc1C | i | i | i | i | i | i | i | i | i | i | i
COc1ccc(-c2onc3ccc(Cl)cc23)cc1 | i | i | i | i | i | i | i | i | i | i | i
c1ccc(N2CCN(C3CCSC3)CC2)cc1 (configuration not stated) | i | i | i | i | i | i | i | i | i | i | i
Cc1cc(N2CCCC2)n2nc(C)nc2n1 | i | i | i | i | i | i | i | i | i | i | i
COc1cc(-n2c(C)nc3cc(C(=O)O)ccc32)cc(OC)c1OC | i | i | i | i | i | i | i | i | i | i | i
CC1CCCCN1S(=O)(=O)c1cn(C)c(=O)n(C)c1=O (configuration not stated) | i | i | i | i | i | i | i | i | i | i | i
Cc1onc(-c2ccccc2)c1C(=O)N1CCCC1 | i | i | i | i | i | i | i | i | i | i | i
O=C(/C=C/c1ccc(F)cc1)NCc1ccco1 | i | i | i | i | i | i | i | i | i | i | i
Cc1ccc(N2C(=O)c3cccc4c([N+](=O)[O-])ccc(c34)C2=O)c2cccnc12 | i | i | i | i | i | i | i | i | i | i | i
CN1CCN(S(=O)(=O)c2ccc(CNC(=O)c3ccccc3)s2)CC1 | i | i | i | i | i | i | i | i | i | i | i
CCOC(=O)C1C(=O)NC(c2ccccc2)=NC1c1ccccc1 (configuration not stated) | i | i | i | i | i | i | i | i | i | i | i
O=C(CN1C(=O)CCS(=O)(=O)c2ccccc21)Nc1ccc(Cl)cc1 | i | i | i | i | i | i | i | i | i | i | i
CCOCCCNC(=O)C(c1ccc(C)cc1)N(Cc1cccs1)C(=O)c1ccccc1O (configuration not stated) | i | i | i | i | i | i | i | i | i | i | i
Cc1ccc(S(=O)(=O)NC(CC(N)=O)C(=O)O)cc1 (configuration not stated) | i | i | i | i | i | i | i | i | i | i | i
O=C(N/N=C/c1cccc(Oc2ccccc2)c1)c1ccncc1 | i | i | i | i | i | i | i | i | i | i | i
CCO[C@H]1OC(C(=O)NCc2nc3ccccc3[nH]2)=C[C@@H](c2ccccc2)[C@@H]1CCCO | i | i | i | i | i | i | i | i | i | i | i

Looked up by structure from the entries so far, 2 records:
SMILES | MrgX1 antag | TMEM16A act | TRPC4 potent | TRPC4 act | TRPC4 block | MrgX1 allo act | RGS4 block | TRPC6 inhibitor | ANO1 block | MrgX1 ag | TRPC6 activator
CCOCCCNC(=O)C(c1ccc(C)cc1)N(Cc1cccs1)C(=O)c1ccccc1O (configuration not stated) | i | i | i | i | i | i | i | i | i | i | i
O=C(N/N=C/c1cccc(Oc2ccccc2)c1)c1ccncc1 | i | i | i | i | i | i | i | i | i | i | i
